Screening results as filed in PubChem BioAssay.
PhoP GFP inhibition: PhoP regulon inhibitors, Salmonella typhi PhoP promoter GFP reporter, confirmatory (AID 1850) | Salmonella Typhi PhoP-promoter GFP reporter, fluorescence, 4 h; higher % means a stronger effect | one-dose inhibition, % at 50 µM; IC50 in µM for titrated hits | hit rate 0.33% among 310,000; in the data active means a potency from the dose series; inconclusive means inhibition mostly from about 25% at the one dose, without a potency; inactive means the rest, 99 in 100 with inhibition below about 19%;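 further: 0% = induced wells with vehicle and 100% = uninduced wells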
VEEV TC-83 Vero: inhibitors of VEEV TC-83 cytopathic effect, confirmation, Vero cells (AID 588727); Vero cells, VEEV TC-83 cytopathic effect inhibition; higher % means a stronger effect; inhibition, % at 20 µM, or IC50 in µM where a hit was titrated; hit rate 0.13% among 350,000; in the data active means a potency from the dose series; inconclusive means inhibition mostly from about 14% at the one dose, without a potency; inactive means the rest, 99 in 100 with inhibition below about 12%; further: strong numbers were not always called active
M. tuberculosis HTS: M. tuberculosis growth inhibition, HTS (AID 449762). M. tuberculosis H37Rv growth inhibition, 7H9 media; higher % means a stronger effect. inhibition, % at 25 µM; hits with a dose series show IC50 in µM. hit rate 0.59% among 330,000; in the data active means a potency from the dose series; inconclusive means inhibition above about 70% without an active follow-up result;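 further: bacterial growth assessed after seven days of incubation; strong numbers were not always called active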
influenza NS1A: H1N1 influenza NS1A inhibitors, functional cell based assay (AID 504329); NS1A functional cell-based assay, percent inhibition; higher % means a stronger effect; inhibition, % at 12.5 µM; hits with a dose series show IC50 in µM; hit rate 0.3% among 340,000; in the data active means a potency from the dose series; inconclusive means inhibition above about 27% without an active follow-up result; further: strong numbers were not always called active
tuberculosis growth: growth inhibition of non-replicating M. tuberculosis (AID 488890); hit rate 0.39% among 320,000; inhibition, % at 25 µM, or IC50 in µM where a hit was titrated; Mycobacterium tuberculosis non-replicating, growth inhibition; higher % means a stronger effect; in the data active means a potency from the dose series; inconclusive means inhibition mostly from about 82% at the one dose, without a potency; inactive means the rest, 99 in 100 with inhibition below about 76%;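 further: plate controls were DMSO cells for no effect and high antibiotic wells for full effect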
VEEV TC-83 Vero 10K pilot screen: recorded beside VEEV TC-83 Vero, whose call it bears; inhibition, %; measured here: 10K pilot screen inhibition
* hit, by the source's call; i = inactive; ? = inconclusive; . = no result given.

SMILES	PhoP GFP inhibition	VEEV TC-83 Vero	M. tuberculosis HTS	influenza NS1A	tuberculosis growth	others
Cc1ccc(C(NC(=O)NC(C)c2ccccc2)C(Cl)(Cl)Cl)cc1F (stereo unspecified)	-6%	4.8%	-1%	-5%	-6%
CCOC(=O)N1CCN(C(=O)Nc2ccc3nccnc3c2)CC1	-7%	1.9%	-2%	21%	0%
COc1cccc(C2C=C(c3ccc(OC)cc3OC)Nc3nnnn32)c1 (stereo unspecified)	-8%	3.6%	?	8%	32%
O=C(NCCN1CCN(c2cccc(Cl)c2)CC1)c1cccn2c(=O)c3ccccc3nc12	.	3.8%	.	-9%	.
CC(=O)Nc1ccc(NC(=O)CSC2=NCCS2)cc1	.	4.1%	.	0%	.
Cc1cc2n(n1)SC(Nc1cccc3ccccc13)N2 (stereo unspecified)	4%	0.8%	-13%	-2%	?
Cc1c(C(=O)NCCN2CCOCC2)oc2ccccc12	4%	1.1%	9%	3%	-8%
CCOc1ccc2[nH]c(=O)c(CN(CCc3ccccc3)C(=O)N3CCOCC3)cc2c1	1%	4.0%	-3%	6%	-1%
O=C(/C=C/c1ccccc1Cl)N(c1ccccn1)C1CCCCC1	0%	i	9%	1%	34%
COc1ccc(S(=O)(=O)N2CCN=C2SCc2cccc(F)c2)cc1	-3%	1.0%	-11%	-9%	10%
Nn1c(Cc2ccccc2)nc2cc(Cl)ccc2c1=O	-1%	i	2%	0%	71%
CCC(Sc1nc2cc3c(cc2c(=O)n1Cc1ccco1)OCO3)C(=O)NCCOC (stereo unspecified)	8%	2.0%	3%	22%	11%
O=C(O)c1cc(N/C(=N\S(=O)(=O)c2ccc(F)cc2)c2ccccc2)ccc1O	.	0.6%	.	-2%	.
S=C(NCCN1CCOCC1)N1CCN(c2cccc(Cl)c2)CC1	13%	i	4%	7%	29%
O=C(COC(=O)c1ccc([N+](=O)[O-])cc1)Nc1cccnc1Cl	-3%	0.3%	-6%	33%	65%
COc1ccc(NC(=O)C2CC(=O)N(C)C(=Nc3ccc4c(c3)OCO4)S2)cc1 (stereo unspecified)	8%	0.6%	1%	8%	20%
COc1ccccc1N1CCN(C(=O)CCC(=O)N2CCN(c3ccccc3OC)CC2)CC1	7%	0.6%	-12%	-3%	23%
CC1CCC(NC(=O)c2ccc(NC(=O)CC3SC(N4CCCC4)=NC3=O)cc2)CC1 (stereo unspecified)	-2%	3.0%	-3%	-7%	21%
COC(=O)c1cc(OC)nc2ccc(Br)cc12	-3%	0.3%	5%	-6%	1%
CCOC(=O)Oc1ccc2c(c1)C(C)=CC(C)(C)N2C(=O)OCC	4%	i	-3%	11%	22%
O=S(=O)(NC1c2cccc3cccc(c23)C1N1CCNCC1)c1ccccc1 (stereo unspecified)	6%	5.3%	4%	-2%	25%
CCOC(=O)C(=CNc1ccccc1Cl)C(=O)OCC	.	i	.	-25%	.
Cc1ccccc1CN(C)c1ccc(S(=O)(=O)N2CCN(C)CC2)cn1	.	0.9%	0%	10%	36%
COc1ccc(CN2CCN(S(=O)(=O)c3ccc(C)cc3)CC2)cc1OC	9%	i	2%	8%	-4%
Cc1ccsc1C(=O)NNC(=O)CCN1CCN(c2ccccc2)CC1	-5%	0.1%	0%	5%	2%
O=C(NC1CCCCC1)NS(=O)(=O)c1ccc2c(c1)CCC2	.	i	.	-11%	.
CC1CCCN(c2nc3nonc3nc2Nc2ccccc2F)C1 (stereo unspecified)	1%	0.5%	-7%	-10%	1%
CCOC(=O)c1ccc(OC(=O)CCCCCN=C(N)N)cc1	0%	i	95%	-1%	6%
Cc1ccc(N2CCC(N3CCN(C)C(CCO)C3)CC2)cc1 (stereo unspecified)	-2%	0.2%	-3%	0%	4%
CC(C)Cc1nnc(NC(=O)CCC(=O)NCCc2ccccc2)s1	-12%	0.5%	10%	14%	17%
Cc1ccc(SC(=O)c2c([N+](=O)[O-])c(C)nn2C)cc1	-16%	0.3%	-4%	-2%	10%
Cc1cn2c(=O)c(C(=O)N3CCN(c4ccccc4Cl)CC3)cnc2s1	3%	1.1%	-3%	-6%	-1%
CC1Cc2nc(SCC(=O)N3CCCc4ccccc43)n(C)c(=O)c2S1 (stereo unspecified)	-5%	?	-2%	-2%	50%
COCCCNC(NC(=O)c1ccc(Br)cc1)C(Cl)(Cl)Cl (stereo unspecified)	1%	6.5%	9%	0%	66%
Cc1noc(NS(=O)(=O)c2ccc(N/C=C/C(=O)c3ccncc3)cc2)c1C	12%	1.5%	-5%	2%	58%
COc1ccc(CNC(=O)CN2C(=O)NC3(CCCc4sccc43)C2=O)cc1 (stereo unspecified)	.	8.9%	.	-14%	.
Cc1cnc(NC(=O)CSc2nnc(CNc3ccc(F)cc3)n2CC2CCCO2)s1 (stereo unspecified)	1%	7.8%	0%	0%	6%
CCOc1cc(N2CCOCC2)c(OCC)cc1NC(=O)CN1C(=O)NC(CC(C)C)C1=O (stereo unspecified)	0%	1.2%	-10%	-6%	7%
COc1ccc(C(=O)Cn2nnc(-c3ccccc3F)n2)cc1	-18%	1.1%	1%	5%	34%
O=C(O)/C=C/C(=O)Nc1ccc(C2(c3ccc(NC(=O)/C=C/C(=O)O)cc3)c3ccccc3-c3ccccc32)cc1	4%	1.6%	0%	-18%	21%
Cc1ccc(C)c(OCCCN2CCCC2)c1	1%	i	-6%	-1%	.
Cc1csc(NC(=O)C2=NN(c3ccccc3)C(=O)CC2)n1	2%	1.4%	18%	4%	4%	VEEV TC-83 Vero 10K pilot screen=0.0
O=C(OCc1ccccc1)/C(=C(\O)c1ccccc1Br)c1ccc(-c2ccccc2)cn1	-8%	1.2%	24µM*	-6%	?
O=C(C1=C[C@H](c2ccc(C(F)(F)F)cc2)C[C@H](OCc2ccc(CO)cc2)O1)N1CCN(Cc2ccc3c(c2)OCO3)CC1	8%	i	27%	-7%	26%
COc1ccccc1NC(=O)C1=C(C)Nc2nc(-c3cccnc3)nn2C1c1ccccn1 (stereo unspecified)	.	2.3%	.	-28%	.
O=C(Cc1ccccc1)NCC(=O)OCC(=O)c1ccc(OC(=O)c2ccccc2)cc1	2%	1.2%	-4%	-1%	4%
O=C(Cn1cnc2c(nnn2Cc2ccc(F)cc2)c1=O)Nc1cccc(F)c1	-1%	0.5%	-1%	-4%	30%
COc1ccc(NCC(=O)N/N=C/c2ccc3c(c2)OCCO3)cc1	-16%	4.2%	68%	-2%	62%
O=S(=O)(c1cccc(Cl)c1)N1CCC(c2nc3ccccc3[nH]2)CC1	-1%	1.5%	-5%	6%	-2%
NCC(O)c1ccc(O)c(O)c1 (stereo unspecified)	.	1.4%	.	0%	.
Cc1csc(NC(=O)c2cc(=O)[nH]c3ccccc23)n1	6%	1.3%	-2%	-12%	-2%
Cc1ccc(Oc2c(C)nc(-c3ccccc3)[nH]c2=O)cc1	7%	0.2%	-5%	0%	-5%
CC1=NN(C(=O)c2ccccc2Br)C(O)(c2cccnc2)C1 (stereo unspecified)	10%	2.4%	-2%	-2%	1%
Cc1ccc(-c2c[n+](CC(=O)OCc3ccccc3)c3n2CCC3)cc1	-6%	1.2%	1%	5%	15%
CC(C)(C)NS(=O)(=O)c1ccc(NC(=O)Cc2ccccc2[N+](=O)[O-])cc1	-7%	i	0%	-14%	15%
COc1ccc(C2CC2/C(=N/O)c2ccccn2)cc1 (stereo unspecified)	1%	0.5%	-9%	7%	8%
Cc1ccc(S(=O)(=O)N/N=C\c2cc3c(cc2Br)OCO3)cc1	-1%	1.1%	1%	-2%	16%
CCNc1nc(C(=O)O)nc(N2CCOCC2)n1	-2%	i	-4%	11%	-7%
COc1ccc(N2CCN(C(=O)CCC(=O)N3CC(C)Oc4ccccc43)CC2)cc1 (stereo unspecified)	-2%	1.0%	-4%	10%	24%
CCCCCCSc1cc(-c2nc3cnccn3c2NCCCC)ccc1OC	.	7.5%	?	-27%	38%

Already shown: an excerpt of the list.
SMILES	PhoP GFP inhibition	VEEV TC-83 Vero	M. tuberculosis HTS	influenza NS1A	tuberculosis growth	others
Cc1ccc(-c2c[n+](CC(=O)OCc3ccccc3)c3n2CCC3)cc1	-6%	1.2%	1%	5%	15%
CC(C)(C)NS(=O)(=O)c1ccc(NC(=O)Cc2ccccc2[N+](=O)[O-])cc1	-7%	i	0%	-14%	15%
COc1ccc(C2CC2/C(=N/O)c2ccccn2)cc1 (stereo unspecified)	1%	0.5%	-9%	7%	8%
Cc1ccc(S(=O)(=O)N/N=C\c2cc3c(cc2Br)OCO3)cc1	-1%	1.1%	1%	-2%	16%
CCNc1nc(C(=O)O)nc(N2CCOCC2)n1	-2%	i	-4%	11%	-7%
COc1ccc(N2CCN(C(=O)CCC(=O)N3CC(C)Oc4ccccc43)CC2)cc1 (stereo unspecified)	-2%	1.0%	-4%	10%	24%
CCCCCCSc1cc(-c2nc3cnccn3c2NCCCC)ccc1OC	.	7.5%	?	-27%	38%

Further results follow:
SMILES	PhoP GFP inhibition	VEEV TC-83 Vero	M. tuberculosis HTS	influenza NS1A	tuberculosis growth	others
COC(=O)C1=C(N)OC(C)=C(C(C)=O)C12C(=O)N(C)c1ccccc12 (stereo unspecified)	6%	i	-4%	0%	5%
Cc1nn(C2CCS(=O)(=O)C2)c(Cl)c1/C=C/C(=O)OCC(=O)c1cc(C)n(-c2ccc(F)cc2)c1C (stereo unspecified)	0%	0.5%	8%	10%	60%
COc1ccccc1C1CCN(Cc2ccc(C)cc2)CC1	8%	0.7%	67%	0%	20%
COc1ccc(Cl)cc1NC(=O)CN1CCCCCC1	-3%	i	-5%	4%	21%
Cc1ccccc1C(=O)Nc1ccc2c(c1)C(=O)NC2=O	-20%	i	-3%	-3%	.
Cc1ccnc(NC(=O)c2ccc(S(=O)(=O)N3CCCCC3)cc2)c1	.	6.6%	-12%	-6%	21%
Cc1cc(OCCn2ccnc2)cc(C(C)C)c1	0%	i	-10%	22%	26%
Cc1nc(SCc2ccc([N+](=O)[O-])cc2)nc2ccccc12	-11%	i	-2%	-1%	-1%
CCCOc1ccc(-c2nc(N3CCN(C)CC3)c3ccccc3n2)cc1	10%	9.0%	?	6%	?
CCOC(=O)c1cc(C(=O)Nc2ccc(S(=O)(=O)Nc3ccc(OC)cc3)cc2)nn1C	-2%	0.3%	33%	7%	37%
Cc1cc(Br)ccc1NC(=O)CN(C)Cc1cccs1	3%	i	2%	-6%	39%
Cc1[nH]ccc(=O)c1Cc1c(Cl)cccc1Cl	-1%	1.9%	0%	18%	-4%
O=C(CCC(=O)NNC(=O)c1ccc(Cl)cc1Cl)NCc1ccccc1	.	i	-7%	0%	-12%
COc1ccc(C(=O)NC2CCN(C(=S)NCCc3ccccc3)CC2)cc1	-2%	2.1%	-4%	1%	-11%
O=C(NCc1ccc(F)cc1)C1CCCN1C(=O)Nc1ccccc1 (stereo unspecified)	-1%	0.7%	-6%	-8%	-11%
Cc1cccc(N2C(=O)c3cccnc3C2=O)c1	7%	1.4%	4%	23%	-2%
CCOc1ccc(/C=N/NC(=O)Cc2ccccc2)cc1CN1CC2CC(C1)c1cccc(=O)n1C2 (stereo unspecified)	.	3.2%	11%	-7%	45%
Cc1ccc(C(=O)O)cc1N1C(=O)c2cccc3c([N+](=O)[O-])ccc(c23)C1=O	-121%	2.8%	1%	0%	.
CC(C)OCCCNC(=O)C1CCC(CNS(=O)(=O)c2cccc3nsnc23)CC1 (stereo unspecified)	-9%	1.6%	-17%	1%	.
Cc1ccc(CNc2oc(-c3ccco3)nc2C#N)cc1	4%	0.2%	1%	1%	56%
O=C(Nc1ccc(Cl)c(Cl)c1)c1ccc2c(c1)OCO2	2%	2.6%	-1%	24%	77%
Cc1ccc2nc(NC(=O)Cn3nc(C)c([N+](=O)[O-])c3C)sc2c1	-7%	5.1%	9%	10%	6%
CCS(=O)(=O)N1CCCC(C(=O)NCc2cccc(OC)c2)C1 (stereo unspecified)	-3%	0.7%	3%	-3%	-4%
COC(C/C=C\[C@@H](O)COCc1ccccc1)OC	.	i	.	-8%	.
Cc1ccc(NC(=O)Nc2ccccc2)cc1[N+](=O)[O-]	-4%	1.2%	-4%	-6%	-6%
O=C(CNC(=O)c1ccco1)NCC(=O)OCc1cccc(C(=O)Oc2ccccc2)c1	-5%	1.5%	18%	1%	-2%
CCc1ccc(NC(=O)Cn2nnc(C(=O)NCc3cccs3)c2N)cc1	-3%	0.4%	-6%	-3%	-24%

2 entries picked at random from those above:
SMILES	PhoP GFP inhibition	VEEV TC-83 Vero	M. tuberculosis HTS	influenza NS1A	tuberculosis growth	others
CCS(=O)(=O)N1CCCC(C(=O)NCc2cccc(OC)c2)C1 (stereo unspecified)	-3%	0.7%	3%	-3%	-4%
O=C(CNC(=O)c1ccco1)NCC(=O)OCc1cccc(C(=O)Oc2ccccc2)c1	-5%	1.5%	18%	1%	-2%
